From PubChem BioAssay
Pf Dd2 growth: blocks growth of Plasmodium falciparum Dd2 parasites; P. falciparum Dd2 growth, SYBR Green, 72 h; hits give low values; activity change, % at 10 µM; actives 2.3% (n = 94,000); in the data active = activity change below about -80%; inconclusive = no clear call, values can overlap the other calls
C diff HTS: inhibitors of Clostridium difficile growth; growth activity, negative = inhibition, % at 16 µg/mL (by protocol); actives 0.25% (n = 86,000); Clostridium difficile clinical isolate growth, OD600, 24 h; hits give low values;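 active = mean growth activity at or below -80% and every replicate also at or below -80%; inconclusive = mean at or below -80% but some replicate above -80%; inactive = mean growth activity above -80%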;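 also: 0% = DMSO wells and -100% = levofloxacin 16 µg/mL wells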
KDM4C inh: KDM4C (human) demethylase inhibition; Q9H3R0; GST-KDM4C 2-372, H3K9me3 peptide, LANCE TR-FRET; actives 0.15% (n = 96,000); inhibition, % at 12.5 µM; AID 720574;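 active = mean replicate inhibition above about 25%, with at least 55% of replicates also reaching it, limit read from the data, passing the limit was not always enough; inconclusive = only one of those two conditions met; inactive = neither condition met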
Target sequence (Q9H3R0 2-372 limits assumed): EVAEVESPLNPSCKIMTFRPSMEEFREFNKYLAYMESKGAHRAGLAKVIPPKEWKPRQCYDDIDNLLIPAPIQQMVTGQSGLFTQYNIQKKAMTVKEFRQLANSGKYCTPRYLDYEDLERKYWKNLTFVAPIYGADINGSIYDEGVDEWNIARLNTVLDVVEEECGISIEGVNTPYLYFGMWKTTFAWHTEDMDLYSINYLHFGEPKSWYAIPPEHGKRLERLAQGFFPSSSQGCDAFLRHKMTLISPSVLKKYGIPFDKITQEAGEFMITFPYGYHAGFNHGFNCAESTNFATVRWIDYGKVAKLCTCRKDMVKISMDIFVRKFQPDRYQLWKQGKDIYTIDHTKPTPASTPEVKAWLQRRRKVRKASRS
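reagent = H3K9me3 peptide substrate, Fe(II), 2-oxoglutarate | system = GST-tagged GASC-1 (JMJD2C) catalytic fragment, aa 2-372 | amount = enzyme final amount 10 nM | read-out = Fall in 671/618 emission ratio as inhibition | medium = HEPES buffer, pH 7.5, plus ascorbate | schedule = 30 min reaction, 60 min detection, RT | measured by = LANCE TR-FRET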
T cruzi growth: blocks T. cruzi growth in NIH3T3 culture; T. cruzi beta-gal in NIH3T3, GalScreen luminescence, 90 h; inhibition, % at 8.34 µM; actives 5.9% (n = 77,000); AID 624255;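 active = mean inhibition above about 93%, with at least 55% of replicates each passing it, limit read from the data, passing the limit was not always enough; inconclusive = only one of those two conditions holds; inactive = neither condition holds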
* marks the source's active call; other numbers are inactive results. Random draw from the library. About 7.3% of those tested had a hit in this group.

The opening 5 entries, to show the layout:
C[C@@H]1CN([C@@H](C)CO)C(=O)c2cc(NC(=O)c3ccccc3)ccc2O[C@@H](C)CCCCO[C@@H]1CN(C)C(=O)NC1CCCCC1 was read as Pf Dd2 growth -46, C diff HTS -4, KDM4C inh -1.4 and T cruzi growth 9.
For Cc1ccc(S(=O)(=O)N(C)C[C@@H]2Oc3ccc(NC(=O)CCCN(C)C)cc3CC(=O)N([C@@H](C)CO)C[C@H]2C)cc1 the results were Pf Dd2 growth 11, C diff HTS 4, KDM4C inh 1.7 and T cruzi growth 17.
`C[C@H](CO)N1C[C@H](C)[C@@H](CN(C)S(=O)(=O)c2cn(C)cn2)OCCCC[C@H](C)Oc2ccc(NS(=O)(=O)c3ccc(Cl)cc3)cc2C1=O` gave Pf Dd2 growth -11, C diff HTS 5, KDM4C inh 0.0 and T cruzi growth -38.
COc1ccc(NC(=O)N(C)C[C@H]2Oc3ccc(NC(=O)C4CC4)cc3C(=O)N([C@@H](C)CO)C[C@@H]2C)cc1 was read as Pf Dd2 growth -12, C diff HTS -2, KDM4C inh -0.7 and T cruzi growth 28.
`CNC[C@@H]1Oc2ncc(-c3ccccc3F)cc2C(=O)N([C@@H](C)CO)C[C@@H]1C` gave Pf Dd2 growth -9, C diff HTS 2 and KDM4C inh 0.3.

The whole of this part, from the start:
C[C@@H]1CN([C@@H](C)CO)C(=O)c2cc(NC(=O)c3ccccc3)ccc2O[C@@H](C)CCCCO[C@@H]1CN(C)C(=O)NC1CCCCC1 was read as Pf Dd2 growth -46, C diff HTS -4, KDM4C inh -1.4 and T cruzi growth 9.
For Cc1ccc(S(=O)(=O)N(C)C[C@@H]2Oc3ccc(NC(=O)CCCN(C)C)cc3CC(=O)N([C@@H](C)CO)C[C@H]2C)cc1 the results were Pf Dd2 growth 11, C diff HTS 4, KDM4C inh 1.7 and T cruzi growth 17.
`C[C@H](CO)N1C[C@H](C)[C@@H](CN(C)S(=O)(=O)c2cn(C)cn2)OCCCC[C@H](C)Oc2ccc(NS(=O)(=O)c3ccc(Cl)cc3)cc2C1=O` gave Pf Dd2 growth -11, C diff HTS 5, KDM4C inh 0.0 and T cruzi growth -38.
COc1ccc(NC(=O)N(C)C[C@H]2Oc3ccc(NC(=O)C4CC4)cc3C(=O)N([C@@H](C)CO)C[C@@H]2C)cc1 was read as Pf Dd2 growth -12, C diff HTS -2, KDM4C inh -0.7 and T cruzi growth 28.
`CNC[C@@H]1Oc2ncc(-c3ccccc3F)cc2C(=O)N([C@@H](C)CO)C[C@@H]1C` gave Pf Dd2 growth -9, C diff HTS 2 and KDM4C inh 0.3.
`O=C(NCCCN1CCOCC1)[C@@H]1[C@@H](CO)[C@@H]2Cn3c(cccc3=O)[C@H]1N2C(=O)C1CCCCC1` gave Pf Dd2 growth 28, C diff HTS 2 and KDM4C inh -2.0.
For CCC(=O)N(C)C[C@@H]1Oc2ncc(-c3ccc(F)cc3)cc2C(=O)N([C@H](C)CO)C[C@@H]1C the results were Pf Dd2 growth 13, C diff HTS -8, KDM4C inh -0.4 and T cruzi growth 13.
`CC=Cc1ccc2n(c1=O)C[C@H]1[C@H](CO)[C@@H](C(=O)NCC(F)(F)F)[C@@H]2N1C(=O)C1CCCCC1` (mixture of isomers) gave Pf Dd2 growth -3, C diff HTS 1, KDM4C inh 0.6 and T cruzi growth 40.
For Cc1noc(C)c1NC(=O)N(C)C[C@H]1OCCCC[C@H](C)Oc2ccc(NC(=O)NC(C)C)cc2C(=O)N([C@H](C)CO)C[C@@H]1C the results were Pf Dd2 growth 24, C diff HTS 3 and KDM4C inh 0.9.
C/C=C/c1ccc2c(c1)O[C@H](CN(C)C(=O)c1ccccc1F)[C@@H](C)CN([C@H](C)CO)S2(=O)=O was read as Pf Dd2 growth -23, C diff HTS 8, KDM4C inh 0.1 and T cruzi growth 58.
`C[C@H]1CCCCO[C@H](CN(C)Cc2ccccc2)[C@@H](C)CN([C@@H](C)CO)C(=O)c2cc(NS(=O)(=O)c3ccc(F)cc3)ccc2O1` gave Pf Dd2 growth -44, C diff HTS 11, KDM4C inh 0.9 and T cruzi growth -42.
`COc1ccc(S(=O)(=O)N(C)C[C@@H]2Oc3ccc(NS(=O)(=O)c4cccs4)cc3C(=O)N([C@@H](C)CO)C[C@H]2C)cc1` gave Pf Dd2 growth -27, C diff HTS 0, KDM4C inh 2.1 and T cruzi growth 9.
Screening Cc1ccccc1-c1ccc([C@@H]2[C@H](CO)N3CCCCN(C(=O)NC4CCCC4)C[C@@H]23)cc1 returned Pf Dd2 growth -32, C diff HTS 40, KDM4C inh 0.6 and T cruzi growth 118*.
Screening CO[C@@H]1CN(C)C(=O)c2cc(NC(=O)C3CC3)ccc2OC[C@@H](C)N(C(=O)CN2CCOCC2)C[C@H]1C returned Pf Dd2 growth 1, KDM4C inh -0.1 and T cruzi growth 34.
Screening COc1cccc(CNC(=O)[C@@H]2[C@@H](CO)[C@@H]3Cn4c(ccc(-c5ccncc5)c4=O)[C@H]2N3C(C)=O)c1 returned Pf Dd2 growth 5, C diff HTS 0, KDM4C inh -1.7 and T cruzi growth -6.
`CC(C)CC#Cc1cnc2c(c1)C(=O)N([C@@H](C)CO)C[C@@H](C)[C@@H](CN(C)C(=O)Nc1ccccc1F)O2` gave Pf Dd2 growth -37, C diff HTS 7 and KDM4C inh -1.1.
Screening O=C(Nc1cc(F)ccc1F)N1C[C@@H]2[C@H](c3ccccc31)[C@@H](CO)N2Cc1ccncc1 returned Pf Dd2 growth -9, C diff HTS 3, KDM4C inh 2.2 and T cruzi growth 47.
O=C(C[C@@H]1CC[C@H](NC(=O)Nc2cc(F)ccc2F)[C@@H](CO)O1)Nc1ccccc1 was read as C diff HTS -10 and KDM4C inh -3.0.
For Cc1ccc(S(=O)(=O)Nc2ccc3c(c2)C(=O)N([C@H](C)CO)C[C@H](C)[C@H](CN(C)Cc2ccc(-c4ccccc4)cc2)O3)cc1 the results were Pf Dd2 growth -4, C diff HTS 25, KDM4C inh -1.9 and T cruzi growth 91.
`Cc1noc(C)c1NC(=O)Nc1ccc2c(c1)CC(=O)N([C@H](C)CO)C[C@H](C)[C@H](CN(C)Cc1ccc(C(F)(F)F)cc1)O2` gave Pf Dd2 growth 6, C diff HTS 1, KDM4C inh -1.9 and T cruzi growth 25.
`O=C(NCC1CC1)[C@@H]1N[C@@H]2c3ccc(-c4ccccc4F)c(=O)n3C[C@@H]2[C@H]1CO` gave Pf Dd2 growth 4, C diff HTS 0, KDM4C inh 1.2 and T cruzi growth 58.
`CO[C@H]1CN(C)C(=O)c2ccc(NC(=O)c3ccc4c(c3)OCO4)cc2OC[C@H](C)N(CC2CC2)C[C@H]1C` gave Pf Dd2 growth 11 and KDM4C inh 0.9.
`Cc1ccccc1S(=O)(=O)N[C@@H]1CC[C@H](CCn2cc(-c3ccc(F)cc3)nn2)O[C@@H]1CO` gave Pf Dd2 growth -2, KDM4C inh -1.3 and T cruzi growth 52.
Screening CCN(C[C@H]1[C@H](c2ccccc2)[C@@H](CO)N1C(=O)C1CC1)C(=O)NC1CCCC1 returned Pf Dd2 growth -3, C diff HTS -6, KDM4C inh -1.1 and T cruzi growth 46.
Screening COc1cccc(C#Cc2ccc3c(c2)O[C@H](CN(C)S(=O)(=O)c2ccccc2F)[C@@H](C)CN([C@H](C)CO)S3(=O)=O)c1 returned Pf Dd2 growth -67, C diff HTS 5, KDM4C inh -3.9 and T cruzi growth 127*.
C[C@H](CO)N1C[C@H](C)[C@H](CN(C)C(=O)NC2CCCCC2)Oc2ccc(NS(=O)(=O)c3cccs3)cc2CC1=O was read as Pf Dd2 growth 23, C diff HTS -7, KDM4C inh 0.0 and T cruzi growth 18.
For CCCN1[C@H](C(=O)NCCN2CCCC2)[C@@H](CO)[C@@H]2Cn3c(ccc(-c4cccnc4)c3=O)[C@@H]21 the results were Pf Dd2 growth -4, C diff HTS -3, KDM4C inh -1.9 and T cruzi growth 19.
Screening C[C@@H]1CN([C@@H](C)CO)C(=O)c2cc(NC(=O)Nc3ccc(F)cc3)ccc2O[C@@H](C)CCCCO[C@@H]1CN(C)C(=O)NC1CCCCC1 returned Pf Dd2 growth -44, C diff HTS 12, KDM4C inh 1.0 and T cruzi growth 29.
`C[C@@H]1CCCCO[C@@H](CN(C)S(C)(=O)=O)[C@@H](C)CN([C@H](C)CO)C(=O)c2cc(NC(=O)C3CCCCC3)ccc2O1` gave Pf Dd2 growth 4, C diff HTS 0, KDM4C inh 0.3 and T cruzi growth -8.
Screening O=C(N[C@H]1CC[C@H](CCn2cc(C3CCCCC3)nn2)O[C@@H]1CO)c1cccnc1 returned Pf Dd2 growth -9, C diff HTS -1 and KDM4C inh -3.0.
Screening O=C(NC[C@H]1[C@@H](c2ccccc2)[C@@H](CO)N1Cc1ccccc1)c1ccccn1 returned Pf Dd2 growth 4, C diff HTS 6 and KDM4C inh 1.1.
Screening COc1ccc(NC(=O)N[C@H]2CC[C@H](CCn3cc(-c4ccccc4)nn3)O[C@H]2CO)cc1 returned Pf Dd2 growth -17, C diff HTS 4, KDM4C inh -0.8 and T cruzi growth -41.
Screening C[C@@H]1CN([C@H](C)CO)S(=O)(=O)c2ccc(-c3ccncc3)cc2O[C@H]1CN(C)S(=O)(=O)c1ccccc1F returned Pf Dd2 growth -23 and KDM4C inh inconclusive.
Screening O=C(C[C@H]1CC[C@H]2[C@@H](COC[C@H](O)CN2Cc2cccc(C(F)(F)F)c2)O1)NCc1ccc(F)cc1 returned Pf Dd2 growth -12, KDM4C inh 1.4 and T cruzi growth 6.
For C[C@H]1CN([C@@H](C)CO)C(=O)c2cccc(NC(=O)NC3CCCCC3)c2O[C@H]1CN(C)Cc1ccc(C(F)(F)F)cc1 the results were Pf Dd2 growth 26, C diff HTS -7, KDM4C inh 2.9 and T cruzi growth 4.
C[C@@H]1CCCCO[C@H](CN(C)Cc2ccc3c(c2)OCO3)[C@@H](C)CN([C@H](C)CO)C(=O)c2cc(NC(=O)Nc3ccc(C(F)(F)F)cc3)ccc2O1 was read as Pf Dd2 growth -47, C diff HTS -53, KDM4C inh -0.7 and T cruzi growth inconclusive.
Screening COc1ccc(NC(=O)Nc2ccc3c(c2)C(=O)N([C@@H](C)CO)C[C@@H](C)[C@H](CN(C)C(=O)Nc2ccc(C(F)(F)F)cc2)O3)cc1 returned Pf Dd2 growth -4, KDM4C inh -0.2 and T cruzi growth -176.
`COCC(=O)N(C[C@@H]1N[C@@H](CO)[C@@H]1c1ccc(-c2cccnc2)cc1)C(C)C` gave Pf Dd2 growth 23, C diff HTS -2, KDM4C inh -0.2 and T cruzi growth 14.
Screening O=C(O)C[C@@H]1CC[C@@H](NC(=O)CCN2CCCCC2)[C@@H](CO)O1 returned Pf Dd2 growth 38, C diff HTS -4 and KDM4C inh 1.2.
For COc1cccc(CNC(=O)C[C@H]2C=C[C@H](NS(=O)(=O)c3ccccc3OC)[C@H](CO)O2)c1 the results were Pf Dd2 growth -7, C diff HTS 1, KDM4C inh -0.4 and T cruzi growth 49.
`Cc1ccccc1S(=O)(=O)N1CCCCN2[C@H](CO)[C@@H](c3ccc(-c4cccnc4)cc3)[C@@H]2C1` gave Pf Dd2 growth 8, C diff HTS -16, KDM4C inh -1.1 and T cruzi growth 74.
O=C(N[C@@H]1CC[C@H](CCNC(=O)C2CCC2)O[C@H]1CO)c1ccncc1 was read as Pf Dd2 growth 1, C diff HTS 2 and KDM4C inh 5.4.
Screening COc1ccc(S(=O)(=O)N2CCC3(CC2)CN(Cc2ccccc2OC)[C@@H](CO)c2[nH]c4cc(OC)ccc4c23)cc1 returned Pf Dd2 growth -63, C diff HTS 1 and KDM4C inh 0.6.
Screening C[C@H](CO)N1C[C@H](C)[C@@H](CN(C)C(=O)Nc2ccc3c(c2)OCO3)Oc2ccc(NC(=O)Nc3cccc4ccccc34)cc2CC1=O returned Pf Dd2 growth -63, C diff HTS 0, KDM4C inh -2.3 and T cruzi growth -8.
Screening C[C@@H](NC(=O)C[C@@H]1CC[C@@H]2[C@H](COC[C@@H](O)CN2C(=O)Nc2cccc(F)c2)O1)c1ccccc1 returned Pf Dd2 growth -1, C diff HTS 4, KDM4C inh -0.5 and T cruzi growth 22.
CN1C(=O)c2cc(NC(=O)Cc3cccs3)ccc2OC[C@@H]2O[C@@H](CC(=O)N[C@@H]3CCN(Cc4ccccc4)C3)CC[C@@H]21 was read as C diff HTS -2, KDM4C inh 2.2 and T cruzi growth 93.
For C[C@H](CO)N1C[C@H](C)[C@@H](CN(C)CC2CC2)Oc2ccc(NS(=O)(=O)c3cn(C)cn3)cc2CC1=O the results were Pf Dd2 growth -2, C diff HTS 0, KDM4C inh -0.4 and T cruzi growth 7.
COc1ccc2c3c(n(C)c2c1)[C@H](CO)N(CC1CCCCC1)CC31CCN(C(=O)CN(C)C)CC1 was read as Pf Dd2 growth -43, C diff HTS 12 and KDM4C inh 0.1.
